Screening results (PubChem BioAssay)
APJ antag – blocks the human apelin receptor APJ; hit rate 0.32% among 330,000; CHO-K1 APJ beta-arrestin complementation, luminescence; inhibition, % at 20 µM;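 active = inhibition above about 40% at 20 µM, limit read from the data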;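 note: cells challenged with 10 nM apelin-13 agonist together with compound; plate controls were apelin-13 plus DMSO wells for no effect and DMSO wells lacking apelin-13 for full effect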
CXCR6 inh – inhibitors of human CXCR6 receptor; CHO-K1 PathHunter CXCR6 beta-arrestin, luminescence; hit rate 0.36% among 360,000; O00574; inhibition, % at 20 µM; in the data active = inhibition above about 34%, passing the limit was not always enough;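 note: antagonist mode with CXCL16 agonist at 10 nM final; 0% = 10 nM CXCL16 with DMSO and 100% = unstimulated wells without agonist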
EBI2 block – antagonists of human EBI2 receptor. hit rate 0.81% among 360,000. P32249. EBI2 beta-arrestin recruitment, luminescence, 7a,25-OHC stimulated. inhibition, % at 5 µM; in the data active = inhibition above about 38%;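 note: enzyme fragment complementation signal reports receptor beta-arrestin coupling in cells; 0% = agonist plus DMSO wells and 100% = wells without agonist; some results beyond the cut were filed as inactive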
CCR6 antagonist – blocks CCL20-driven beta-arrestin recruitment at human CCR6 | hit rate 0.49% among 340,000 | CHO-K1 CCR6 PathHunter beta-arrestin, luminescence, CCL20-stimulated | inhibition, % at 20 µM | AID 493098;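 active = compounds whose inhibition of the agonist-driven luminescence signal at 20 µM reaches about 50%, limit read from the data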;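 note: cells stimulated with CCL20 at 14 nM final; plate controls were DMSO with CCL20 for no effect and DMSO without agonist for full effect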
Mdm2-MdmX inh – inhibitors of human Mdm2/MdmX interaction | O15151+Q00987 | SaOS-2 split-luciferase Mdm2/MdmX complementation, luminescence | inhibition, % at 8 µM | hit rate 3% among 330,000 | AID 485346;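 active = inhibition of at least 50% at 8 µM in the primary screen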
Target sequence (O15151 whole entry, looked up): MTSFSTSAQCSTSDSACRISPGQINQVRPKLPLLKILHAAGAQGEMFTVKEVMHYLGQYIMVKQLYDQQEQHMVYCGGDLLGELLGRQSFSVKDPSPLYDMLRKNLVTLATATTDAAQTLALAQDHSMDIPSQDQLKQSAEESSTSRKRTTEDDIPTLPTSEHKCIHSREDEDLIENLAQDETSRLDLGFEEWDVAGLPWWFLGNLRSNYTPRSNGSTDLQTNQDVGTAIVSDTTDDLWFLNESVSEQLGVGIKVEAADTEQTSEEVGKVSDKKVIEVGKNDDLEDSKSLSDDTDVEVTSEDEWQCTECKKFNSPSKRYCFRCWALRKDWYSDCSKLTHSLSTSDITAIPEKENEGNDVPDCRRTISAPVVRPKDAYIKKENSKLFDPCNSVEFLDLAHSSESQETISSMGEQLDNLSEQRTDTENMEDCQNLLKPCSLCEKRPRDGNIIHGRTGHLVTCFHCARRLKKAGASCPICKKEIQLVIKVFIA
Target sequence (Q00987 whole entry, looked up): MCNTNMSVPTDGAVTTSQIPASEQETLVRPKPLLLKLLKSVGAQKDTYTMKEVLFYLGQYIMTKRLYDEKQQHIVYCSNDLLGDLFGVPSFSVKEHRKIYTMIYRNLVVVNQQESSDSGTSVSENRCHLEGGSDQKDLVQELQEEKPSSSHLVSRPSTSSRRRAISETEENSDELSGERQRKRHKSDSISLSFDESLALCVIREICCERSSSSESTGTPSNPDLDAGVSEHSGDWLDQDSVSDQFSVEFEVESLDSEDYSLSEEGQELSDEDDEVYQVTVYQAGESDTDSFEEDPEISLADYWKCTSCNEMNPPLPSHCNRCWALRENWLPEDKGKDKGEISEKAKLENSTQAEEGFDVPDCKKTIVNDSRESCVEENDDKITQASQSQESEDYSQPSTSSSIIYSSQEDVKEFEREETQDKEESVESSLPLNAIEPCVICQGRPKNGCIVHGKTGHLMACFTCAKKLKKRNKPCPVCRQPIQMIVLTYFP
APJ agonist – agonists of human APJ apelin receptor. P35414. CHO-K1 APJ PathHunter beta-arrestin, luminescence; 0% DMSO wells, 100% apelin. activation, % at 20 µM. hit rate 0.11% among 330,000;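 active = activation more than six SD over the plate average, tested at 20 µM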;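 note: 0% = DMSO alone and 100% = apelin-13 at 10 nM; some results filed as inactive read as strong as hits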
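system = engineered CHO-K1 APJ arrestin reporter cells | input = 1000 cells per well | timing = overnight seeding, 90 min compound at 25 °C, 1 h detection | measured by = enzyme-fragment complementation luminescence | read-out = beta-arrestin recruitment to APJ as agonist activity, luminescent signal | control set = negative DMSO alone, positive Apelin-13 at 10 nM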
XBP1 UPR activ – activators of adaptive arm of unfolded protein response (XBP1) | CHO-XBP1 luciferase reporter, IRE1-XBP1 UPR activation, luminescence; percent of tunicamycin response, DMSO as zero | activation, % at 20 µM | hit rate 0.33% among 330,000 | AID 463104;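 active = versus positive control, 20 µM dose yields 30% or more activation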;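 note: 100% = tunicamycin at 10 µg/mL and 0% = DMSO only wells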
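Material: CHO cell line with stable XBP1 luciferase reporter; schedule: 16-18 h cell attachment at 37 °C, then 6 h compound exposure; signal: glow luminescence from Steady-Glo reagent; medium: serum-containing F12 medium, 10% FBS; benchmarks: tunicamycin 10 µg/mL and vehicle-only wells; read-out: percent activation relative to tunicamycin reference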
tim23-1 inh – inhibits growth of tim23-1 mutant yeast; S. cerevisiae tim23-1 growth, BacTiter-Glo luminescence, 24 h; inhibition, % at 20 µM; hit rate 1.3% among 330,000; AID 463212;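 active = growth inhibition of the mutant yeast at or above 50%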;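 note: temperature-sensitive mutant grown at 25 °C; plate controls were DMSO-treated mutant yeast for no effect and medium wells lacking yeast for full effect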
CHOP UPR activ – apoptotic UPR (CHOP) activation | CHO-CHOP luciferase reporter, luminescence; percent of tunicamycin response over DMSO baseline | activation, % at 10 µM | hit rate 0.34% among 330,000;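 active = at 10 µM dose, activation of 40% or more, normalized to positive control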;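 note: 100% = tunicamycin at 10 µg/mL and 0% = DMSO alone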
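Assay system: CHO-CHOP cells, stable luciferase reporter of PERK-eIF2a-CHOP signalling / Buffer or medium: F12 plus 10% serum / Compound dosing: one dose, 10 µM in 0.5% DMSO / Times: 6 h compound treatment, 37 °C / Technique: luciferase luminescence / Read-out: % reporter activation, DMSO baseline versus tunicamycin full activation / Benchmarks: tunicamycin and DMSO controls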
Starred values were filed as active, the others as inactive. Only part of the results is shown; rates above refer to the full screens.

`COc1ccc(OCC(=O)Nc2sc3c(c2C(=O)NCC2CCCO2)CCC3)cc1` (stereo not given) gave APJ antag 18, CXCR6 inh -6, EBI2 block 23, CCR6 antagonist 12, Mdm2-MdmX inh 13, APJ agonist -10, XBP1 UPR activ -3, tim23-1 inh 19 and CHOP UPR activ -0.2.
Screening O=C(CN1C(=O)NC2(CCc3ccccc32)C1=O)Nc1cc(C(F)(F)F)ccc1N1CCOCC1 (stereo not given) returned APJ antag -4, CCR6 antagonist 0, Mdm2-MdmX inh -17, APJ agonist 3, XBP1 UPR activ 4, tim23-1 inh 12 and CHOP UPR activ -1.0.
For N#CC1=C2SCN(Cc3ccccc3)CN2C(=O)CC1c1cccs1 (stereo not given) the results were APJ antag -4, CXCR6 inh -11, EBI2 block -1, CCR6 antagonist 23, Mdm2-MdmX inh 13, APJ agonist -1, XBP1 UPR activ -5, tim23-1 inh 14 and CHOP UPR activ 0.7.
Screening CC(C)CC(NS(=O)(=O)c1cccc(C(=O)O)c1)C(=O)O (stereo not given) returned APJ antag -5, CXCR6 inh -1, EBI2 block -5, CCR6 antagonist 6, Mdm2-MdmX inh -9, APJ agonist -1, XBP1 UPR activ -3, tim23-1 inh 10 and CHOP UPR activ 0.1.
For CCOc1ccc(S(=O)(=O)NCC2(N3CCCCC3)CCCCC2)cc1 the results were APJ antag -1, CXCR6 inh 6, EBI2 block -2, CCR6 antagonist 17, Mdm2-MdmX inh 27, APJ agonist -4, XBP1 UPR activ 1, tim23-1 inh 5 and CHOP UPR activ 0.0.
C=CCn1c(SCC(=O)c2ccc(O)c(O)c2)nnc1-c1cccc(OC)c1 was read as APJ antag -6, CXCR6 inh -7, EBI2 block -4, CCR6 antagonist 8, Mdm2-MdmX inh 7, APJ agonist 0, XBP1 UPR activ 9, tim23-1 inh 2 and CHOP UPR activ 31.
Screening CCOC(=O)c1csc(COc2ccccc2Cl)n1 returned APJ antag 12, CXCR6 inh 6, EBI2 block 9, CCR6 antagonist 9, Mdm2-MdmX inh -49, APJ agonist -2, XBP1 UPR activ -2, tim23-1 inh 10 and CHOP UPR activ -0.2.
Screening Cn1c(C(=O)N(Cc2ccccc2)Cc2cccs2)cc2sccc21 returned APJ antag 6, CXCR6 inh 9, EBI2 block 28, CCR6 antagonist -10, Mdm2-MdmX inh 18, APJ agonist -5, XBP1 UPR activ -1, tim23-1 inh 20 and CHOP UPR activ -2.4.
O=C1COc2ccc(S(=O)(=O)N3CCN(c4ccccc4)CC3)cc2N1 was read as APJ antag 6, CXCR6 inh -1, EBI2 block -1, CCR6 antagonist 2, Mdm2-MdmX inh 26, APJ agonist -1, XBP1 UPR activ -1, tim23-1 inh -9 and CHOP UPR activ 1.8.
For NC(=O)c1ccc(Nc2ccc([N+](=O)[O-])cc2[N+](=O)[O-])cc1 the results were APJ antag -65, CXCR6 inh -16, EBI2 block -15, CCR6 antagonist -6, Mdm2-MdmX inh 5, APJ agonist 1, XBP1 UPR activ -2, tim23-1 inh 5 and CHOP UPR activ -1.5.
`Cc1ccc(CNC(=O)CN(c2ccc(C)cc2)S(=O)(=O)c2c(C)n[nH]c2C)cc1` gave APJ antag 18, CXCR6 inh 2, EBI2 block 7, CCR6 antagonist 18, Mdm2-MdmX inh -9, APJ agonist -3, XBP1 UPR activ -2, tim23-1 inh -3 and CHOP UPR activ 0.5.
`COc1ccccc1NC(=O)CSc1nncn1-c1ccccc1` gave APJ antag -11, CXCR6 inh -8, EBI2 block 5, CCR6 antagonist 7, Mdm2-MdmX inh 15, APJ agonist -2, XBP1 UPR activ -4, tim23-1 inh -2 and CHOP UPR activ -1.4.
`COc1ccc(-c2ccc3c(c2)S(=O)(=O)c2cccc(C(=O)NC[C@@H]4CCCO4)c2C3=O)cc1OC` gave APJ antag 13, CXCR6 inh -2, EBI2 block -29, CCR6 antagonist 17, Mdm2-MdmX inh 35, APJ agonist 2, XBP1 UPR activ 0, tim23-1 inh 4 and CHOP UPR activ 1.3.
Screening CCOC(=O)c1c(-c2ccc(C)cc2)cn2ccccc12 returned APJ antag -3, CXCR6 inh 3, EBI2 block -4, CCR6 antagonist 18, Mdm2-MdmX inh 20, APJ agonist -1, XBP1 UPR activ -5, tim23-1 inh 39 and CHOP UPR activ 2.1.
O=C(O)c1ccc(NS(=O)(=O)c2cccc(C(=O)Nc3ccc([N+](=O)[O-])cc3)c2)cc1 was read as APJ antag 20, CXCR6 inh -5, EBI2 block 7, CCR6 antagonist 9, Mdm2-MdmX inh 35, APJ agonist -2, XBP1 UPR activ -5, tim23-1 inh -15 and CHOP UPR activ 2.4.
For Cc1ccc(-c2n[nH]c(Cc3ccccc3)n2)cc1 the results were APJ antag -1, CXCR6 inh 1, EBI2 block -2, CCR6 antagonist 14, Mdm2-MdmX inh -51, APJ agonist -1, XBP1 UPR activ 1, tim23-1 inh 7 and CHOP UPR activ 5.9.
Cc1ccccc1-c1cc(C(=O)NCc2cccs2)n(CC2CC(c3cccnc3)=NO2)n1 (stereo not given) was read as APJ antag -7, CXCR6 inh -6, EBI2 block -11, CCR6 antagonist 8, Mdm2-MdmX inh 9, APJ agonist -1, XBP1 UPR activ 0, tim23-1 inh 2 and CHOP UPR activ 0.5.
CCn1cnc2c1c(=O)n(Cc1csc(-c3ccccc3)n1)c(=O)n2Cc1ccccc1 was read as APJ antag -3, CXCR6 inh -3, EBI2 block 6, CCR6 antagonist 13, Mdm2-MdmX inh 8, APJ agonist 3, XBP1 UPR activ 2, tim23-1 inh 8 and CHOP UPR activ 1.5.
For COc1ccc(S(=O)(=O)Nc2ccccn2)cc1OC the results were APJ antag 5, CXCR6 inh 4, EBI2 block -1, CCR6 antagonist 4, Mdm2-MdmX inh 1, APJ agonist 1, XBP1 UPR activ -1, tim23-1 inh 12 and CHOP UPR activ 2.5.
Screening C[C@@H](NC(=O)[C@@H]1Cc2ccccc2CN1)C(=O)NCc1ccco1 returned APJ antag -21, CXCR6 inh -8, EBI2 block -11, CCR6 antagonist 0, Mdm2-MdmX inh 0, APJ agonist -4, XBP1 UPR activ -2, tim23-1 inh 2 and CHOP UPR activ -0.5.
O=S(=O)(c1ccccc1)c1cnc(-c2cccnc2)nc1-c1ccc(Cl)c(Cl)c1 was read as APJ antag 12, CXCR6 inh 0, EBI2 block 4, CCR6 antagonist -7, Mdm2-MdmX inh 45, APJ agonist 1, XBP1 UPR activ 1, tim23-1 inh 11 and CHOP UPR activ -0.8.
Screening O=C(Cc1ccccc1)NCC(=O)Nc1ccc(OC(F)(F)F)cc1 returned APJ antag 6, CXCR6 inh -5, EBI2 block 17, CCR6 antagonist 15, Mdm2-MdmX inh 28, APJ agonist -2, XBP1 UPR activ -5, tim23-1 inh -10 and CHOP UPR activ -0.3.
`Cn1ccc(NS(=O)(=O)c2cc(Br)ccc2Br)n1` gave APJ antag 0, CXCR6 inh -2, EBI2 block -7, CCR6 antagonist -6, Mdm2-MdmX inh -6, APJ agonist -5, XBP1 UPR activ -2, tim23-1 inh 9 and CHOP UPR activ -0.2.
Screening COC(=O)c1cc(NC(=O)CSc2nncn2C)cc(C(=O)OC)c1 returned APJ antag 2, CXCR6 inh 4, EBI2 block -7, CCR6 antagonist -2, Mdm2-MdmX inh -38, APJ agonist -1, XBP1 UPR activ -2, tim23-1 inh 20 and CHOP UPR activ -0.2.
For N#Cc1ccc(Cl)cc1NC(=O)CNCc1cccs1 the results were APJ antag 4, CXCR6 inh -6, EBI2 block -1, CCR6 antagonist 8, Mdm2-MdmX inh 17, APJ agonist -3, XBP1 UPR activ -4, tim23-1 inh 11 and CHOP UPR activ 1.4.
For Cc1cccc(NC(=O)C2(c3ccccc3)CC2(Cl)Cl)c1 (stereo not given) the results were APJ antag -21, CXCR6 inh -2, EBI2 block 5, CCR6 antagonist -3, Mdm2-MdmX inh 10, APJ agonist -5, XBP1 UPR activ 1, tim23-1 inh 26 and CHOP UPR activ -0.5.
For CCCc1cc(=O)oc2cc(C)cc(OC(C)C(=O)NCC(O)c3ccccc3)c12 (stereo not given) the results were APJ antag -2, CXCR6 inh 5, EBI2 block -2, CCR6 antagonist -3, Mdm2-MdmX inh -12, APJ agonist -2, XBP1 UPR activ -3, tim23-1 inh 17 and CHOP UPR activ -0.3.
For O=C(CSc1ncccn1)N1CCCc2ccccc21 the results were APJ antag -3, CXCR6 inh 3, EBI2 block 4, CCR6 antagonist 2, Mdm2-MdmX inh 17, APJ agonist -1, XBP1 UPR activ -2, tim23-1 inh 10 and CHOP UPR activ -1.3.
Screening O=C(c1cnccn1)N1CCN(c2ccccc2)CC1 returned APJ antag 3, CXCR6 inh 1, EBI2 block -9, CCR6 antagonist 4, Mdm2-MdmX inh -11, APJ agonist 0, XBP1 UPR activ -1, tim23-1 inh 9 and CHOP UPR activ 1.3.
Screening CCOc1ccc2nc(C(=O)N3CCCC(C)C3)sc2c1 (stereo not given) returned APJ antag 4, CXCR6 inh -9, EBI2 block -5, CCR6 antagonist 8, Mdm2-MdmX inh -245, APJ agonist 1, XBP1 UPR activ -1, tim23-1 inh 26 and CHOP UPR activ 4.4.
Screening O=C1C2CC=CCC2C(=O)N1Cc1ccccc1Cl (stereo not given) returned APJ antag -3, CXCR6 inh -9, EBI2 block 4, CCR6 antagonist 15, Mdm2-MdmX inh 4, APJ agonist -2, XBP1 UPR activ -3, tim23-1 inh 3 and CHOP UPR activ -2.8.
For Cc1nn(Cc2ccccc2Cl)c(C)c1C(=O)N1CCN(c2ccccc2)CC1 the results were APJ antag -17, CXCR6 inh -2, EBI2 block 8, CCR6 antagonist 0, Mdm2-MdmX inh 7, APJ agonist 3, XBP1 UPR activ 1, tim23-1 inh 19 and CHOP UPR activ 2.0.
For OCCC1CN(Cc2cn[nH]c2C2CCCCC2)CCN1C1CCCCC1 (stereo not given) the results were APJ antag 0, CXCR6 inh -2, EBI2 block -4, CCR6 antagonist 16, Mdm2-MdmX inh -15, APJ agonist 0, XBP1 UPR activ 1, tim23-1 inh 17 and CHOP UPR activ 0.1.
For COCCn1c(=S)[nH]c2cc(C(=O)N3CCCC(C)C3)ccc2c1=O (stereo not given) the results were APJ antag 4, CXCR6 inh -8, EBI2 block -6, CCR6 antagonist -3, Mdm2-MdmX inh -13, APJ agonist 0, XBP1 UPR activ -6, tim23-1 inh 0 and CHOP UPR activ 0.7.

Random excerpt: 2 entries already listed
Cc1ccccc1-c1cc(C(=O)NCc2cccs2)n(CC2CC(c3cccnc3)=NO2)n1 (stereo not given) was read as APJ antag -7, CXCR6 inh -6, EBI2 block -11, CCR6 antagonist 8, Mdm2-MdmX inh 9, APJ agonist -1, XBP1 UPR activ 0, tim23-1 inh 2 and CHOP UPR activ 0.5.
O=S(=O)(c1ccccc1)c1cnc(-c2cccnc2)nc1-c1ccc(Cl)c(Cl)c1 was read as APJ antag 12, CXCR6 inh 0, EBI2 block 4, CCR6 antagonist -7, Mdm2-MdmX inh 45, APJ agonist 1, XBP1 UPR activ 1, tim23-1 inh 11 and CHOP UPR activ -0.8.
